Screening data (PubChem BioAssay)
iPSC survival up = increases survival of single human iPS cells | survival enhancement, % at 20 µM | hiPSC single-cell survival, ATPlite luminescence; 100% = ROCK inhibitor wells, 0% = DMSO | 360,000 compounds, 0.044% hits; in the data active means survival enhancement above about 18%;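 further: cells exposed to compounds for 16 hours before the ATP read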
Shn3 inh set2 = Schnurri-3 reporter inhibition in Clone20 osteoblasts; Clone20 osteoblast Shn3 3'UTR firefly luciferase, 24 h; inhibition, % at 12.5 µM; 360,000 compounds, 0.52% hits;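 active means mean inhibition of at least 75% with every replicate also reaching 75%; inconclusive means mean inhibition at least 75% but some replicate below; inactive means mean inhibition below 75%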;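 further: 0% = median of neutral control wells and 100% = pilot-screen positive control compound; some compounds past the cut are filed as inactive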
HIF-2a block = blocks HIF-2a reporter activity | 786-0 RCC cells HIF-2a reporter, luciferase luminescence, overnight | inhibition, % at 18.8 µM | 360,000 compounds, 0.72% hits | AID 624352;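 active means inhibition of the luminescence signal of 40% or more relative to plate controls, in a single-dose primary screen at 18.75 µM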
CF NFkB block = inhibitors of cystic fibrosis induced NF-kB. KKLEB NF-kB-GFP reporter, PAF-induced, GFP fluorescence overnight. inhibition, % at 5 µM. 360,000 compounds, 0.86% hits;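 active means at least 50% inhibition at 5 µM, scaled per plate between neutral and stimulator controls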;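 further: PAF is a Pseudomonas aeruginosa culture filtrate used as stimulus; plate controls were PAF-stimulated DMSO wells for no effect and unstimulated DMSO wells for full effect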
Peg3 prom inh = Peg3 promoter activity inhibition. HeLa PEG-Prom luciferase reporter, luminescence, overnight. inhibition, % at 20 µM. 360,000 compounds, 1.7% hits. AID 588405;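 active means inhibition of at least 50% at 20 µM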
TWEAK Fn14 block = inhibitors of TWEAK-Fn14 interaction signaling; TWEAK-stimulated Fn14 reporter cells, luciferase luminescence, 8 h; inhibition, % at 10 µM; 360,000 compounds, 2% hits; AID 1159606; in the data active means inhibition above about 50%
KKLEB cytotox = CF airway cell cytotoxicity counter-screen | KKLEB CF airway cells viability, ATPlite luminescence, overnight; active compounds read low; cells stimulated with P. aeruginosa culture filtrate | activity change (cytotoxicity), % at 5 µM | 360,000 compounds, 0.36% hits | AID 602141;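 active means corrected activity change at or below -50% at 5 µM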
aDG glyco up = increases alpha dystroglycan glycosylation; Pro5-aDG cells, alpha-DG glycosylation AlphaScreen (IIH6); 0% Pro5, 100% B10-LARGE cell signal; activation, % at 10 µM; 360,000 compounds, 0.22% hits;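 active means activation of at least 8% versus controls, or a plate z-score of at least 8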;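 further: Pro5 are CHO cells carrying HIG-tagged alpha-DG that lacks glycosylation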
MITF TRPM1 inh = reduces MITF-dependent TRPM1 promoter luciferase signal; SK-MEL-5 TRPM1 promoter luciferase, 24 h; inhibition, % at 12.5 µM; 330,000 compounds, 0.83% hits; AID 488899;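 active means mean inhibition across replicates of 60% or more, whatever share of single replicates reaches that level; inconclusive means some that reach 60%, reason not given; inactive means mean inhibition across replicates below 60%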; further: values of inactives mirror those of a sister screen read the other way
NR2E3 ag-1 = agonists of human NR2E3 nuclear receptor | Q9Y5X4 | CHO-S Gal4-NCOR/VP16-NR2E3 two-hybrid, luciferase | inhibition of corepressor binding, % at 3.98 µM | 360,000 compounds, 0.35% hits | AID 602229;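 active means inhibition above the mean of all tested compounds plus 3 SD, cut at about 70% in these data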;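 further: 0% = DMSO with NR2E3 transfected cells and 100% = cells lacking NR2E3 construct; higher means lower luciferase signal from less NR2E3 corepressor binding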
Target sequence (Q9Y5X4 whole entry, looked up, the tested form may be a part): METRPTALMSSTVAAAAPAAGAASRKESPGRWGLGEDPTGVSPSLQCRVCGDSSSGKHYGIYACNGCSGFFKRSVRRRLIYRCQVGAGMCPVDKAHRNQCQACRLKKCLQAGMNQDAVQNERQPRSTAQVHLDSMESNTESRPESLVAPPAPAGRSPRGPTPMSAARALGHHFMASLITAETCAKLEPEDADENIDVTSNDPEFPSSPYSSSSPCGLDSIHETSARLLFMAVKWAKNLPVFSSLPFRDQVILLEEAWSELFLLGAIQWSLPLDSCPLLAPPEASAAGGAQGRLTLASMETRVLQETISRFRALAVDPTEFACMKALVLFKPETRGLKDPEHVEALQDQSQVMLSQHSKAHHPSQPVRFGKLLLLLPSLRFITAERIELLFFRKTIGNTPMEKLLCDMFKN
NR2E3 ag-2 = activates human photoreceptor nuclear receptor NR2E3 | Q9Y5X4 | GST-NR2E3/biotin-RetCOR TR-FRET, 1536-well | inhibition of corepressor binding, % at 4.78 µM | 320,000 compounds, 0.12% hits | AID 2300;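 active means percent inhibition above the cutoff of mean plus 3 SD of all tested compounds, set per screening campaign, cut at about 20% in these data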;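 further: 0% = DMSO wells and 100% = biotin wells as full block of FRET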
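Material: NR2E3–RetCOR corepressor complex / Amount: 1.35 nM GST-NR2E3 / Medium: Tris pH 7.5 / Compound: single nominal compound dose of 4.8 µM / Incubation: 5 h at 4 °C / Technique: TR-FRET, Eu(K)-anti-GST donor, streptavidin-D2 acceptor, ex 340, em 617/671 nm / Read-out basis: percent loss of FRET ratio relative to control wells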
Starred values were filed as active, the others as inactive; ? = inconclusive; nt = not tested or not shown.

Every second line gives: iPSC survival up	Shn3 inh set2	HIF-2a block	CF NFkB block	Peg3 prom inh	TWEAK Fn14 block	KKLEB cytotox	aDG glyco up	MITF TRPM1 inh	NR2E3 ag-1	NR2E3 ag-2
COc1cc(OC)c2c(=O)c(OC)c(-c3ccc(OC)c(OC)c3)oc2c1
→ -0.6	-4.1	-61.8	16.7	-23.9	-42.0	-21.3	-0.4	nt	-4.9	2.8
COc1ccccc1NC(=O)CSc1nn2c(=O)c(C)nnc2s1
→ 0.7	-4.7	11.1	9.2	-7.8	0.1	2.3	1.2	8.9	-10.9	-3.1
O=C(Cc1ccc(Cl)cc1)NCCS(=O)(=O)N1CCN(c2ccccc2F)CC1
→ -0.5	18.9	-16.7	5.1	6.6	14.1	-4.7	-0.2	29.2	-25.3	3.3
COc1cc(OC)c(OC)cc1CNC(=O)c1cccc(S(=O)(=O)N2CCc3ccccc3C2)c1
→ -0.2	?	13.2	15.2	10.4	80.7*	-12.5	3.2	26.4	90.9*	nt
FC(F)(F)c1ccc(-c2noc(CN3CCCN(C4CCCCC4)CC3)n2)cc1
→ -0.4	9.1	-6.4	-0.9	-13.7	6.5	-13.9	1.0	5.0	11.7	3.5
COc1ccc(C2CC(=O)c3cnc(NC(=O)c4ccccc4)nc3C2)cc1OC (centres undefined)
→ 5.2	4.6	0.0	17.6	9.0	-23.2	-2.0	-0.2	5.6	-2.0	4.4
Cc1ccc(-c2csc(N(CC3CCCO3)C(=O)c3ccco3)n2)cc1 (centres undefined)
→ 1.9	-26.3	-173.8	-22.3	-34.9	10.2	2.6	-0.2	-8.6	-99.4	-1.5
COc1ccc(C2=NOC(CNC(N)=S)C2)cc1 (centres undefined)
→ -0.1	-62.3	-246.7	2.8	-171.3	13.6	5.5	-0.1	-74.3	-105.1	0.9
Cc1ccc(NC(=O)N2CCc3ccccc3C2)c(C)c1
→ -0.5	-22.2	-133.4	-17.4	-92.6	-4.8	12.6	0.7	-22.7	-34.7	-2.1
COc1ccc(N2CCN(C(CNC(=O)c3ccco3)c3ccco3)CC2)cc1 (centres undefined)
→ -0.6	-15.2	-20.5	16.8	-25.8	-5.2	-0.4	-0.1	-9.2	21.4	-2.9
COc1ccc(N2CCN(C(c3cccs3)C(C)NC(=O)C(=O)N3CCCCC3)CC2)cc1 (centres undefined)
→ -0.2	5.5	-7.9	14.2	-4.7	1.1	-12.8	-0.1	6.9	-22.3	0.4
Cc1nc(CC(C)C)cc(C(=O)N2CCCC(CNS(=O)(=O)c3cccs3)C2)n1 (centres undefined)
→ 0.6	22.4	0.9	-4.4	-6.5	-2.2	3.0	0.2	-3.9	-4.5	-0.2
CC(=O)COc1ccccc1OC(=O)c1ccco1
→ -0.3	4.4	19.0	5.0	-1.2	17.4	-8.4	-0.1	5.4	23.3	-0.6
COc1ccccc1C(=O)NCc1ccncc1
→ 2.2	2.3	6.8	-8.4	10.0	5.2	6.3	0.2	2.2	-14.5	2.7
Cc1ccc2cccc(OCc3ccc(F)cc3)c2n1
→ -0.5	-131.0	-8.6	2.1	11.3	13.0	7.4	-0.2	-1.6	-13.1	3.4
O=C(CCCC(=O)NN=Cc1ccccc1Cl)NN=Cc1ccccc1Cl
→ -1.8	13.1	2.7	6.8	5.6	1.8	-0.9	0.7	4.8	7.3	nt
Cn1nccc1-c1ccc(C(=O)NCc2ccc(Cl)cc2)c2occc12
→ -1.7	-52.8	-316.2	-8.4	-322.9	3.2	-8.4	1.0	nt	-102.1	nt
COc1cc(C2C(C(C)=O)=C(O)C(=O)N2CCN2CCOCC2)ccc1O (centres undefined)
→ 3.9	12.6	12.5	11.8	-8.8	0.3	-8.4	0.2	0.2	-16.2	4.6
CCCCN(C)C(=O)Cn1nc(-c2ccc(Cl)cc2)ccc1=O
→ 1.5	2.5	4.4	-3.3	0.5	11.0	4.3	0.0	1.1	-19.1	1.1
CN(C)C=Nc1ccc2nc3c(cc2c1)[nH]c1ccccc13
→ -0.8	-112.5	-137.6	-73.6	-340.9	-27.8	-32.0	0.3	-57.5	-99.5	-3.2
Cn1c(=O)c(C(=O)CSc2ccccc2)c(N)n(Cc2ccccc2)c1=O
→ -2.2	-5.7	-55.5	5.3	-20.3	-14.1	8.1	1.0	-15.6	19.8	1.8
CCOC(=O)Nc1c(C)n(C)n(-c2ccccc2)c1=O
→ 4.0	-22.3	2.2	12.7	14.6	13.4	9.5	-0.1	-18.8	-15.4	1.6
CCOC(=O)N1CCN(C(=O)C2CCN(S(=O)(=O)c3c(C)cc(C)cc3C)CC2)CC1
→ -1.3	15.5	5.5	-3.5	15.7	-6.8	1.3	0.0	1.0	24.8	-1.6
COCCCNC(=O)C(=O)NCCCOC(C)C
→ -2.1	-43.1	7.9	8.3	1.6	1.5	-0.3	4.3	0.9	-18.9	-0.2
COc1ccc(C(CNC(=O)Cc2cc(OC)c(OC)c(OC)c2)N2CCCC2)cc1 (centres undefined)
→ 0.9	-11.0	17.6	-3.6	0.3	14.3	0.0	-0.2	-12.4	-5.3	3.2
Cc1ccc(C(=O)NCCOc2cccc(C)c2)cc1
→ -0.8	-36.7	-250.1	-8.0	-187.8	-29.1	1.8	0.4	-38.9	-69.7	1.6
CC(=O)N(c1ccc(C(F)(F)F)cc1)S(=O)(=O)c1ccc(N2C(=O)CCC2=O)cc1
→ -0.6	-11.8	16.0	-6.5	10.6	20.9	7.5	0.0	11.3	-9.1	-2.3
Cc1cc2cc(C(c3nnnn3Cc3ccco3)N3CCCCC3)c(=O)[nH]c2cc1C (centres undefined)
→ -0.6	-2.2	-2.1	-26.3	-5.9	4.5	10.8	0.1	4.5	-32.4	-0.6
Cc1nnc(SCc2ccc(C(=O)c3ccc(Cl)cc3)o2)n1-c1ccccc1
→ 0.6	12.1	-10.3	-12.3	-15.4	18.4	9.2	0.2	-8.3	1.7	0.2
Cc1ccc(-n2ncc(C#N)c2/N=C/N(C)C)cc1
→ 0.6	-3.7	17.7	-1.9	18.8	14.2	2.9	-0.3	-2.0	-11.4	3.9
CCCCN1C=C(C(=O)OC)C(c2ccccc2Cl)C(C(=O)OC)=C1
→ -1.1	22.8	2.5	-6.7	9.9	2.4	-1.1	0.5	-5.7	-17.1	4.7
COc1ccccc1C(=O)NC(=O)COC(=O)c1cnc(C)cn1
→ -0.4	-4.3	-5.5	2.6	10.6	-1.2	-1.2	-0.1	-0.1	3.7	0.0
O=C(NN1C(=O)c2ccccc2C1=O)c1ccccc1[N+](=O)[O-]
→ -0.2	0.9	12.8	0.1	3.7	-5.0	14.2	-0.5	-2.4	-30.2	1.3
CCOC(=O)C1C(C)N=C2SCC(=O)N2C1c1cccc(Br)c1 (centres undefined)
→ -0.9	-9.7	17.1	0.9	4.7	24.2	-6.6	0.0	-5.0	4.4	2.5
COc1cc(-c2noc(C)c2-c2ccc(N(C)C)nc2)cc(OC)c1OC
→ 1.7	6.6	28.6	36.8	22.7	8.1	-23.2	-0.2	?	3.3	0.7
COc1ccc(OC)c(C2=NOC(C(=O)Nc3cc(C)on3)C2)c1 (centres undefined)
→ -0.7	1.3	9.6	5.9	-2.3	-14.7	7.9	0.0	-9.7	-4.0	3.7
O=c1c2c(ncn1Cc1ccccc1)nc1n2CCC1
→ -0.9	-27.8	5.9	1.3	-10.4	-3.3	6.1	-0.3	4.5	-7.3	18.7
CC(C)OC(=O)c1ccc(S(N)(=O)=O)o1
→ 4.0	4.7	6.2	-10.2	-13.5	-15.6	13.6	0.0	-18.0	-16.0	0.3
CC(C)NC(=O)COc1coc(CN2CCN(Cc3ccccc3)CC2)cc1=O
→ 0.3	6.6	19.5	3.0	1.1	-2.1	-4.0	0.0	4.4	15.5	-1.3
Cc1ccccc1CCNC(=O)C1CCC(=O)N(C2CCCCCC2)C1 (centres undefined)
→ -0.2	4.4	-17.1	-8.8	-16.9	-30.2	2.0	-0.1	-1.7	-11.2	-2.7
COc1ccc(CNC(=S)Nc2ccc(S(N)(=O)=O)cc2)cc1
→ -2.1	12.9	19.6	12.4	4.2	-2.5	-0.7	0.3	-6.8	8.0	-5.2
CCC(=O)Nc1ccc(Cl)c(NC(=O)C(C)C)c1
→ 0.6	-10.0	8.0	-8.2	1.6	1.2	9.6	-0.2	-1.5	7.4	-2.2
CCCc1nnc(SCC(=O)Nc2cc(C)on2)n1CCOC
→ -0.6	0.8	12.2	-4.6	2.3	5.2	16.2	-0.2	6.6	-13.4	0.3
Cc1ccc(C(C)C)cc1S(=O)(=O)NC1CC(C)(C)NC(C)(C)C1
→ -0.3	-6.7	2.2	-0.8	0.4	8.3	-2.5	-0.1	1.9	8.1	-0.3
CC(=O)N1Cc2cc(N)ccc2Oc2ccccc21
→ 1.3	-4.9	6.7	-8.2	14.1	-6.2	5.7	0.0	12.5	-1.3	-5.9
CCNc1ccc(C(=O)OCC(=O)N2CCCC2)cc1[N+](=O)[O-]
→ -0.7	-0.9	-13.8	7.0	10.0	-11.1	4.1	0.0	-1.4	-28.4	-0.3
Cc1ccc(/C=C/C(=O)OCC(=O)NCCN2C(=O)CSC2=O)cc1
→ 1.7	-4.1	10.3	-16.3	16.9	-0.2	8.8	-0.2	-2.4	5.9	-1.6
COc1ccc(C(=O)Nc2ccc(-c3n[nH]c(=S)o3)cc2)cc1OC
→ -0.1	-1.3	-49.2	-14.5	-1.2	11.0	7.5	0.0	-1.6	3.3	0.8
COC(=O)c1cc(C(=O)NCCN2C(=O)S/C(=C\c3cccs3)C2=O)cc([N+](=O)[O-])c1
→ 0.5	0.4	-48.2	10.9	-5.4	-5.6	-0.1	0.2	1.3	-8.2	-3.4
CCOc1ccc(-c2nc(C)sc2CC(=O)O)cc1
→ 2.3	-4.6	10.2	2.3	7.4	8.4	-14.3	0.1	-5.2	-22.7	-0.1
CN(C(=O)COc1ccccc1C(=O)NCc1ccccc1)C1CCS(=O)(=O)C1 (centres undefined)
→ -0.4	7.4	1.2	-22.4	-1.5	5.8	4.9	-0.2	-2.1	-21.7	nt
O=C(CSCC(=O)N1CCOCC1)Nc1nc(-c2ccccc2)cs1
→ 0.9	-14.7	-128.9	4.2	-72.2	-4.0	-8.7	0.8	-15.1	-37.9	1.8
CC(C)(C)NC(=O)CN(Cc1cccs1)C(=O)CCN1CCc2ccccc21
→ 3.0	12.5	17.5	-0.9	7.6	-4.5	-2.2	-0.2	-4.3	-16.3	0.0
